# TEAD-YAP block: TEAD-YAP interaction inhibition, primary screen, TEAD-YAP interaction inhibitor project, luminescence, HEK-TIYL cells; TEAD-Gal4/YAP UAS-luciferase luminescence; inhibition, % at 9.12 µM; hit rate 1.4% among 640,000; AID 1259422, 2018; in the data active = inhibition above about 32%;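 also: 0% = median of test compound wells and 100% = reference inhibitor wells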
# GPR151 ag: activators of human GPR151, primary screen, cell-based, PathHunter beta-arrestin, luminescence; PathHunter beta-arrestin GPR151 cells; AID 1508602, 2020; G-protein coupled receptor 151 (Homo sapiens), Q8TDV0; activation, % at 11.2 µM; hit rate 1% among 650,000; in the data active = activation above about 4.9%;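 also: 0% = median of compound wells and 100% = cells with positive control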
# Target sequence (Q8TDV0 whole entry, looked up): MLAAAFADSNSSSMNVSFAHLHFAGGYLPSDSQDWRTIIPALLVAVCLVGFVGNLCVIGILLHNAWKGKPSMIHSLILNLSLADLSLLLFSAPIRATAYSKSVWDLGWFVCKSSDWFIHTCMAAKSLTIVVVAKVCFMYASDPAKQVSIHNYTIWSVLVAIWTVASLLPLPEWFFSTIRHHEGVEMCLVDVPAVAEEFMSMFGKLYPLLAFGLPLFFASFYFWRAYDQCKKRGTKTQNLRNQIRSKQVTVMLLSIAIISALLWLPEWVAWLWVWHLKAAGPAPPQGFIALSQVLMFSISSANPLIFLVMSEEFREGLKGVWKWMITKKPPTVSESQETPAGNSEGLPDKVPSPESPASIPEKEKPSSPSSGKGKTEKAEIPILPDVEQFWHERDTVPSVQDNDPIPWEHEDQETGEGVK
# FBW7 act: FBW7 E3 ligase activators, primary screen, biochemical, AlphaScreen, human | AlphaScreen FBW7–phospho-cyclin E peptide binding, activator screen | normalized activity (activation), % at 26.1 µM | hit rate 0.13% among 650,000 | F-box/WD repeat-containing protein 7 (Homo sapiens), Q969H0; in the data active = normalized activity above about 1.9%;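 also: purified mutant Fbw7 with reduced substrate affinity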
# MITF primary: MITF inhibitors, primary screen, biochemical, AlphaScreen, human; AlphaScreen MITF homodimerization, bead proximity signal; hit rate 0.91% among 650,000; inhibition, % at 2.6 µM; Microphthalmia-associated transcription factor (Homo sapiens), O75030; in the data active = inhibition above about 50%;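 also: 0% = vehicle wells with protein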
# Target sequence (O75030 whole entry, looked up): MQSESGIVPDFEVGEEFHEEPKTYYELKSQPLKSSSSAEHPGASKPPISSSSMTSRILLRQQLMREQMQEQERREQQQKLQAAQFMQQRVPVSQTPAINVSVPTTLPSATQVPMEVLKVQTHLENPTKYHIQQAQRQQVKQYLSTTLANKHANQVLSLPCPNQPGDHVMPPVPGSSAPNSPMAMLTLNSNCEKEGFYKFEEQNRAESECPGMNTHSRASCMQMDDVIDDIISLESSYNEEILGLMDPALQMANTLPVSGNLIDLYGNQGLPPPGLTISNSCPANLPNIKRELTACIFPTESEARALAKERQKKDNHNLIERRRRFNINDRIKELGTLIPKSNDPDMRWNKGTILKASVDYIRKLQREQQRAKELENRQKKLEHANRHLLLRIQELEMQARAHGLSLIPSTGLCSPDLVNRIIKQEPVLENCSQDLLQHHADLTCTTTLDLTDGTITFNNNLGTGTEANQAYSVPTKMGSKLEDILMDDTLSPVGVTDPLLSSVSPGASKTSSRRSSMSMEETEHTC
# * = called active by the depositor.
SMILES,TEAD-YAP block,GPR151 ag,FBW7 act,MITF primary
Cc1ccc(C(=O)Nc2nnc(-c3cc(C)n(C)n3)o2)cc1,10,-1.6,0.1,15
COC(=O)C1=C(C)N(CCC2=CCCCC2)C(=O)/C1=C\c1cccc([N+](=O)[O-])c1,3,-1.1,-0.2,34
CN(C)S(=O)(=O)c1ccc(C(=O)NCc2n[nH]c(=S)n2-c2ccccc2Cl)cc1,-1,-0.1,-0.1,0
CC(C)C1CC(C(F)(F)F)n2nc(C(=O)O)cc2N1 (stereo unspecified),-4,-0.4,0.6,9
Nc1ncnc(N(Cc2ccccc2)c2ccccc2)c1[N+](=O)[O-],-6,-1.3,0.2,19
COc1ccc(NC(=O)CN(Cc2ccccc2)S(=O)(=O)c2ccc(C)cc2)cc1,-2,1.4,0.2,8
CCN(CC)C(=O)c1ccc(CS(=O)(=O)c2ccc(OC)cc2)o1,7,0.7,0.7,-9
CN1C(=O)C(=Cc2ccc(-c3ccc(Cl)c(C(=O)O)c3)o2)C(=O)N(C)C1=S,2,1.1,-0.3,50
C/C(=N\NC(=O)c1[nH]nc2c1CCc1ccccc1-2)c1ccco1,10,0.0,-0.1,3
CCOc1ccc(-c2cc(=O)c3ccc(NC(=O)c4ccco4)cc3o2)cc1,-3,0.6,-0.1,17
COc1ccc(/C=N/N=C(N)N)cc1OC,6,-0.8,-0.1,2
CCOc1ccc2c(=O)c(Oc3cccc(OC)c3)c(C)oc2c1,0,-0.6,0.1,-16
CCOc1ccccc1NC(=O)c1c(NC(=O)c2cccc(C)c2)sc2c1CCCCC2,-7,0.2,-0.1,-7
COc1cc(OC)c(NC(=O)c2ccc(N3CC4CC(C3)c3cccc(=O)n3C4)c(NC(=O)c3ccc(Br)o3)c2)cc1Cl (stereo unspecified),-13,-0.9,0.4,11
O=C(NCc1ccco1)c1cccc(NC(=O)c2ccc(Br)cc2)c1,-17,-0.2,0.6,3
COc1cccc(C(=O)Nc2cccc(-c3nc4ncccc4o3)c2C)c1,5,0.3,-0.1,-1
COc1ccc(S(=O)(=O)N2CCN(C(=O)Nc3ccccc3C(F)(F)F)CC2)cc1,-3,-1.2,0.1,14
c1ccc(-c2nc(NC3CCCCC3)cc(-c3cccnc3)n2)nc1,69*,-0.6,-0.8,19
O=C(NCc1nc2ccccc2[nH]1)c1csc(N2CCC(N3CCOCC3)CC2)n1,6,-1.4,-0.1,8
CCN1CCN(c2ncnc3sc(C(=O)Nc4cnc5ccccc5c4)c(C)c23)CC1,-18,5.3*,-0.1,9
c1ccc2c(c1)CCC(NN1CCOCC1)C2 (stereo unspecified),-11,-0.4,0.9,16
COc1ccc(Br)cc1/C=C1\C(=O)NN(c2ccc(Cl)cc2)C1=O,0,1.2,0.2,0
O=[N+]([O-])c1cccc2ccc(-n3ccnc3)nc12,5,0.0,0.0,4
CC1(C)Cc2c(sc3nc(Cc4c(Cl)cccc4Cl)n(N)c(=O)c23)CO1,1,2.4,-0.1,4
Cc1nn(CC(=O)Nc2nccs2)c(C)c1[N+](=O)[O-],0,0.9,0.7,17
Cc1cnc(NCc2cccnc2)nc1NCc1cccc(C(F)(F)F)c1,21,0.2,-0.1,-2
Cc1cccnc1C(c1ccccc1)N(C)C(=O)C1CCN(C(=O)c2cccs2)CC1 (stereo unspecified),-10,-1.2,1.6,0
Cc1ccc(NC(=O)C2CC(O)CN2C(=O)OCc2ccccc2)cc1 (stereo unspecified),-3,0.9,-0.1,-7
COc1cc(C=C2C(=O)NC(=O)NC2=O)ccc1OC(=O)c1cccc2ccccc12,-17,-0.8,0.0,1
CCOC(=O)CN1C(=O)C2(C(C#N)=C(N)Oc3ccccc32)c2c1n[nH]c2C (stereo unspecified),-1,0.7,0.1,0
COC(=O)c1ccccc1NC(=O)CSc1nc2ccsc2c(=O)n1CCc1ccc(OC)c(OC)c1,4,1.1,-0.1,-1
O=C(Nc1ccc(Cl)c(-c2nc3ccccc3[nH]2)c1)c1ccccc1[N+](=O)[O-],8,-1.0,0.1,7
CCCOC(=O)C1=C(C)NC(=O)NC1c1ccccc1F (stereo unspecified),-14,3.1,-0.1,-9
O=C(CCCn1c2ccccc2c(=O)c2ccccc21)Nc1ccc(F)cc1Cl,-9,0.9,0.0,-7
O=C(c1nc2ncccn2n1)N1CCN(c2ccc(F)cc2)CC1,3,-1.1,-0.2,14
O=C(Nc1cccc(O)c1)c1ccc(Br)c(S(=O)(=O)N2CCOCC2)c1,4,0.4,0.4,21
C/C(=N\NC(=O)CSc1ncccn1)c1cccc(NC(=O)c2ccccc2)c1,-6,1.2,0.5,22
C=CCNC(=O)CCC(=O)NNc1nc2ccccc2c2nc(-c3ccccc3)nn12,9,-1.2,-0.1,-1
CCOC(=O)C1CCCN1S(=O)(=O)c1cccc2nsnc12 (stereo unspecified),-6,-1.4,0.1,2
O=C(Nc1ccccc1Cl)N[C@H]1C[C@H]2C(=O)N[C@H](CO)C(=O)N2C1,2,-0.5,-0.4,6
COC(=O)c1ccc(/C=N/NC(=O)COc2ccc(OC)cc2Br)cc1,-1,-0.1,0.0,-16
CCOC(=O)c1ccsc1NC(=O)c1ccc2ccccc2c1,5,-2.2,-0.1,-7
C=CCN1C(=O)N(c2cccc(C)c2)C(=O)C1CC(=O)Nc1ccc(C(=O)OC)cc1 (stereo unspecified),5,-1.2,-0.1,13
CCOC(=O)c1cnn(C(=O)OCC)c1N,2,-0.3,-0.1,2
Cc1ccc2[nH]c3c(=O)n(/N=C/c4ccccc4)cnc3c2c1,4,-0.4,0.0,8
Cc1cccc(NC(=O)CSc2nc3ccccc3n2CC(=O)N2CCOCC2)c1C,-5,0.1,-0.3,-5
Cc1cc2cc3c(cc2nc1SCC(N)=O)CCC3,4,1.8,-0.2,-4
CCOC(=O)CSc1nc2c(sc3ccccc32)c(=O)n1-c1ccccc1,4,0.0,0.1,11
CN(C)CCCN(C(=O)/C=C\c1ccc([N+](=O)[O-])cc1)c1nc2c(F)cccc2s1,76*,-0.6,-0.1,-20
CCCOc1ccc(/C(=N\O)C(C)(C)NO)cc1,-23,-1.7,0.1,-14
COc1ccc(-c2cc3nc(C)c(C)c(N4CCN(C)CC4)n3n2)cc1,-63,-0.8,-0.1,36
CC(=O)c1ccc(NC(=O)CSc2nnc3c(n2)-c2cccc4cccc-3c24)cc1,10,0.1,0.2,17
CCOC(=O)c1c(NC(=O)CSc2nnc(CNC(=O)COc3ccccc3)n2-c2ccccc2OC)sc2c1CCCC2,7,0.0,-0.1,-4
COc1ccc(-n2cc(C(=O)Nc3ccccc3C(F)(F)F)c3ccccc3c2=O)cc1,2,-1.7,-0.1,6
CN1CCN(C(C(=O)NC2CCCCC2)c2ccc(Cl)cc2)CC1 (stereo unspecified),7,0.4,-0.1,-9
NC(=O)C1CCN(c2ncnc3scc(-c4ccc(Cl)cc4)c23)CC1,-8,-1.7,0.1,18
CS(=O)(=O)N(Cc1ccc(F)cc1)c1ccccc1,-6,0.1,-0.1,-14
FC(F)(F)C(Oc1nc(N2CCCCCC2)nc(N(c2ccccc2)c2ccccc2)n1)C(F)(F)F,8,0.4,0.0,13
Cc1ccccc1NC(=O)CCN1CCN(c2ccccc2F)CC1,7,1.7,0.1,1
CC(C)n1cnc2c(NCc3nc4ccccc4[nH]3)nc(Nc3cccnc3)nc21,86*,-2.0,0.0,9

# The results go on:
SMILES,TEAD-YAP block,GPR151 ag,FBW7 act,MITF primary
Cc1ccc(/C(O)=C2/C(=O)C(=O)N(CCN3CCOCC3)C2c2ccc(N(C)C)cc2)cc1 (stereo unspecified),5,-0.9,0.6,-21
CCN1CCC(N2CCN(c3cccc(Cl)c3)CC2)CC1,7,-0.1,0.1,2
CC1(C)NC(=O)N(CC(O)CN2C(=O)c3ccccc3C2=O)C1=O (stereo unspecified),0,-0.2,-0.2,10
COc1ccc(CN2CCC3(C=Cc4ccccc43)CC2)c(OC)c1OC,6,-1.0,-0.1,-22
Cn1c(=O)c2c(nc(N3CCCC3)n2CC(O)CO)n(C)c1=O (stereo unspecified),13,-0.6,-0.1,2
O=C(c1ccc(Br)o1)N1CCN(c2ccccn2)CC1,11,0.8,0.3,8
O=S(=O)(NCCc1csc(-c2cccc(F)c2)n1)c1cccc(F)c1,-2,0.8,0.3,-3
O=C(Cc1cnc2ncnn2c1)NCCN1Cc2ccccc2OC(c2ccsc2)C1 (stereo unspecified),3,-0.8,0.0,9
CC(C)C1C2=C(CC(C)(C)CC2=O)ON1c1ccccc1 (stereo unspecified),-12,1.7,0.1,3
O=C(Nn1nnnc1Nc1ccccc1)C12CC3CC(CC(C3)C1)C2,-3,1.4,-0.1,-1
CCN(CC)c1ncnc2c1c(-c1ccccc1)cn2-c1ccc(OC)cc1,-4,0.1,0.1,22
O/N=C1/CCCc2nn(-c3ccccc3)nc21,-31,-1.1,-0.2,7
CCCCNC(=O)Nc1cc(C(=O)OC)ccc1C,5,-1.4,0.1,-8
Nc1c(N)n(CC(=O)c2ccc(I)cc2)cnc1=O,-52,-0.7,-0.1,-1
CC1(C)CCCC2(C)C3C1[C@@H](O)C2(C)C[C@H]3O (stereo partly specified),-3,0.3,0.1,-7
Cc1c(Br)cc(C(=O)Nc2nccs2)c(C)c1C,5,-0.8,0.1,7
CCc1cc(=O)[nH]c(-n2[nH]c(-c3ccccc3)cc2=O)n1,-8,1.2,-0.2,13
CC(=O)Nc1ccccc1OC(C)C(=O)Nc1ccc(Cl)cc1 (stereo unspecified),-2,-1.2,-0.1,0
O=[N+]([O-])c1ccc(S(=O)(=O)NCC2CC3CCC2C3)cc1 (stereo unspecified),-14,0.5,0.0,-6
NS(=O)(=O)c1ccc(NC(=S)NC(=O)c2cccnc2)cc1,13,0.4,-0.3,5
O=C(Nc1cc(Cl)ccc1Cl)/C(=C\c1ccc2c(c1)OCO2)NC(=O)c1ccccc1Cl,2,1.0,0.3,3
COCc1cc(C)nc2sc(C(=O)NC3CCCCC3)c(N)c12,-7,3.7,0.0,1
CC(C)(C)C1CCc2c(sc3ncn(N)c(=N)c23)C1 (stereo unspecified),-2,-1.3,-0.2,0
CCN1CCN(C(=S)Nc2cc(S(=O)(=O)N(CC)CC)ccc2C)CC1,2,1.2,-0.1,-3
O=C(c1cn[nH]c1)N1CCC(C(Cc2ccccc2)N(C(=O)c2ccccn2)C2CC2)CC1 (stereo unspecified),-6,-0.7,-0.1,-6
OCCC1CN(Cc2ccccc2O)CCN1Cc1ccsc1 (stereo unspecified),-1,1.9,0.0,1
O=C(Nc1ccnn1C1CCN(C(=O)Cc2ccccc2F)CC1)C1CC1,8,-0.1,0.3,15
Cc1cc(N2CCOCC2)nc2ccc(NC(=O)Cc3c(F)cccc3Cl)cc12,-6,0.6,-0.3,-1
Cc1cc(C)nc(Nc2nc3ccccc3s2)n1,-71,-1.6,-0.2,-7
CC(C)(C)C(=O)Nc1ccnn1C1CCN(C2CCOCC2)CC1,0,1.4,-0.1,7
N#CCCn1c(-c2ccccn2)nc2ccccc21,-9,1.4,0.0,-1
COc1cccc(NC(=O)c2cc(-c3cccs3)nc3ccccc23)c1,11,1.3,0.0,31
CCOC(=O)C(=O)Nc1sc(C(=O)Nc2cccc(C)c2C)c(C)c1C(=O)OC,-21,-0.5,0.4,8
Cc1ccc(C(=O)NC2CCN(CCCC(=O)c3ccc(F)cc3)CC2)cc1,-6,1.0,0.0,-4
Cn1c(=O)c(C(=O)Nc2ccccc2N)c(O)c2ccccc21,-17,-0.4,-0.1,-2
Cc1nc(-c2cccc(NC(=O)C3CCCCC3)c2)cs1,5,-0.5,-0.1,14
Cc1cc2cc(CCNC(=O)C(C)C)c(=O)[nH]c2cc1C,-24,-0.4,-0.4,7
COc1cccc(/C=N/NC(=O)c2ccc(NC(=O)c3ccc(C)cc3)cc2)c1O,-2,-0.6,0.5,14

# Assay outcomes from PubChem BioAssay.

# Compounds were not picked by outcome. Share with any hit: about 3.5%.
